Hsp70 act – Hsp70 transcriptional activation, primary screen. HeLa Hsp70 promoter luciferase reporter, luminescence; scaled: vehicle 0, proteasome-inhibitor control 100%. activation, % at 10 µM. 200,000 compounds, 0.04% hits;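 active means activation above the mean across all tested compounds plus 3 SD, cutoff set per campaign, cut at about 5.5% in these data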;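 further: 100% = MG132 at 30 µM as the positive control and 0% = DMSO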
Efa HMGR inh – E. faecalis class II HMG-CoA reductase inhibition; purified E. faecalis HMGR, NADPH absorbance 340 nm kinetic; inhibition, % at 10 µM; 190,000 compounds, 0.41% hits; AID 1066;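 active means inhibition above a set limit, the median over all tested compounds plus 3 SD, cut at about 9.5% in these data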;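 further: enzyme runs in reverse so mevalonate oxidation gives rising NADPH absorbance; 0% = complete reaction with DMSO and 100% = background rate lacking mevalonate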
STAT3 act – activators of IL-6 induced STAT3 signaling; U3A cells, IL-6 STAT3-luciferase reporter, luminescence; 100% = signal with IL-6 EC80 alone; activation (% of control), % at 5.6 µM; 190,000 compounds, 0.91% hits; AID 871;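 active means activation above the screen-wide mean of compound activation plus 3 SD, cut at about 130% in these data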;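 further: 0% = background luminescence of wells with medium and substrate only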
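Test system: STAT3-luciferase reporter U3A cells; Detection: reporter luminescence signal; Times: 1 h compound pre-exposure, 6 h IL-6 stimulation, 37 °C; Benchmarks: IL-6-only high control; Also added: IL-6 stimulus at 33 ng/mL final.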
STAT3 blocker – reduces IL-6 driven STAT3 reporter signal. 190,000 compounds, 0.89% hits. inhibition, % at 5.5 µM. U3A cells, IL-6 STAT3-luciferase reporter, luminescence; host cell line lacks STAT1;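 active means inhibition above the mean inhibition across all screened compounds plus 3 SD, cut at about 44% in these data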;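 further: 0% = DMSO only wells and 100% = 100 µM nifuroxazide control wells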
Redox H2O2 prof – compounds producing H2O2 with reducing agent – biochemical, NIH compound library profiling, artefact control for MLSCN library redox annotation, primary screen; DTT-dependent redox cycling H2O2, phenol red/HRP absorbance; 100% = 100 µM peroxide control, 0% = buffer; activation, % at 10 µM; AID 878; 200,000 compounds, 0.03% hits;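 active means activation of at least 50% relative to the plate's high and low controls in the primary single-dose screen; inactive means activation below 50%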;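 further: compound incubated with DTT at 0.8 mM final as the reducing agent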
NF-kB neuron act – compounds increasing NF-kB expression in human neuronal cells | NF-kB reporter expression; hits give high values | fold change at 12.5 µM | 190,000 compounds, 1.6% hits | AID 1239; in the data active means fold change above about 3.3
STAT1 inh – STAT1 signaling inhibition | NIH 3T3 STAT1-luciferase reporter, IFN-gamma, luminescence | inhibition, % at 5.5 µM | 200,000 compounds, 0.35% hits | AID 920;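 active means inhibition above a set limit, the mean inhibition across all tested compounds plus 3 SD, cut at about 34% in these data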;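 further: 0% = IFN-gamma with DMSO and 100% = IFN-gamma with 300 µM nifuroxazide; values of inactives mirror those of a sister screen read the other way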
APP 5'UTR act – activates APP 5'UTR luciferase reporter; AID 1276; SH-SY5Y APP 5'UTR luciferase reporter, luminescence; zero percent = DMSO vehicle wells; activation, % at 2 µM; 190,000 compounds, 1% hits;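 active means activation above a set limit, based on mean plus 3 SD of controls, cut at about 140% in these data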; further: values of inactives mirror those of a sister screen read the other way
TLR4-MyD88 BLA – blocks binding of human TLR4 to MyD88; HeLa CL3-4 TLR4/MyD88 BLA complementation, FRET ratio; AID 861; inhibition, % at 8.4 µM; O00206+Q99836; 200,000 compounds, 0.18% hits; in the data active means inhibition above about 25%;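 further: 0% = vehicle and 100% = reference inhibitor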
Target sequence (O00206 whole entry, looked up): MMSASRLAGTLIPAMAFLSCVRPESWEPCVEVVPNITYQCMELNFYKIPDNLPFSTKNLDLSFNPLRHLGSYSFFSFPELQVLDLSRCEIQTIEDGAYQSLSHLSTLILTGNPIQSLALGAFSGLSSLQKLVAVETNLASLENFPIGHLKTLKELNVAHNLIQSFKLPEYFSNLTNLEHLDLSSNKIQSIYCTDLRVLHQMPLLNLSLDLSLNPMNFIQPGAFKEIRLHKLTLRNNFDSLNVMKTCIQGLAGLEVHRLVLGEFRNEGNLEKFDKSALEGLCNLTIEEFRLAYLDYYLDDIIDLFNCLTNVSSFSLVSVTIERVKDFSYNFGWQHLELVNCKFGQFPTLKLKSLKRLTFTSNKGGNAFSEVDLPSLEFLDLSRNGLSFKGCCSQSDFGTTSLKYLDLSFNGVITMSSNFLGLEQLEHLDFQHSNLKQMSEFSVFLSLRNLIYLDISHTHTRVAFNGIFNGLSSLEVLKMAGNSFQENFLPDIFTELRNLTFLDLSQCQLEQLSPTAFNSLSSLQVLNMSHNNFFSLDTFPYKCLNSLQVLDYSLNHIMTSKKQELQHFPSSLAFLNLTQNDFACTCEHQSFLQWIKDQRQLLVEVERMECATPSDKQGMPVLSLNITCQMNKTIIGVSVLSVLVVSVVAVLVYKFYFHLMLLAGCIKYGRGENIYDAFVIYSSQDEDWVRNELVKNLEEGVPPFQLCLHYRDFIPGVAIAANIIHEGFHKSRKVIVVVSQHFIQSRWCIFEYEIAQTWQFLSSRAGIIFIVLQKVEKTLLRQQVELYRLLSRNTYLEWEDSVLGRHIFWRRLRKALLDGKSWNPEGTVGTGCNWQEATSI
Target sequence (Q99836 whole entry, looked up): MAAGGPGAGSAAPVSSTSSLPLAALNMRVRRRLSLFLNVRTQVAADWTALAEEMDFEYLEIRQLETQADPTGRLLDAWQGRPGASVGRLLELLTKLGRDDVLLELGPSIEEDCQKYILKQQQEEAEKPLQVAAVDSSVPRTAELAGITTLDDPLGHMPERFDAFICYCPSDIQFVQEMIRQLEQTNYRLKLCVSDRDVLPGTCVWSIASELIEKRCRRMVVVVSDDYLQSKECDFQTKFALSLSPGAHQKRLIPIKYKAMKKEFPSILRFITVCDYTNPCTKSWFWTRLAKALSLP
STAT1 activator – activators of IFN-gamma induced STAT1 signaling. NIH 3T3 STAT1-luciferase reporter, luminescence; 100% = IFN-gamma alone, no compound. activation (% of control), % at 5.5 µM. 200,000 compounds, 2.6% hits. AID 932;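 active means activation above the screen-wide mean activation plus 3 SD, cut at about 130% in these data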;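 further: raw ratio to IFN-gamma control signal so 100% means no change and 0% no light; values of inactives mirror those of a sister screen read the other way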
The depositor's hits bear a star; · = no result given.

SMILES	Hsp70 act	Efa HMGR inh	STAT3 act	STAT3 blocker	Redox H2O2 prof	NF-kB neuron act	STAT1 inh	APP 5'UTR act	TLR4-MyD88 BLA	STAT1 activator
CCC(=O)NNC(=O)c1c(O)c2ccccc2[nH]c1=O	-0.3	-6	93	10	-0.5	1.2	-8	-7	-13	106
Cc1ccc(SCCC(=O)NC2CC2)cc1	-0.4	-3	96	11	-0.3	1.4	-2	-18	-20	101
COc1ccc(/C=C/C(=O)c2ccc(OC)cc2OC)c(OC)c1	0.1	-3	·	·	0.0	1.5	1	8	-8	98
COc1cc(Cl)ccc1S(=O)(=O)n1nc(C)cc1C	0.1	-5	100	3	-1.2	1.1	1	-8	13	99
Cc1ccc(C)c(Cc2c(C)nc3c(C(=O)NCc4ccc5c(c4)OCO5)cnn3c2C)c1	-0.1	-2	99	5	0.2	0.74	-1	0	5	100
Cc1ccc(S(=O)(=O)NCC(=O)Nc2cccc([N+](=O)[O-])c2)cc1	-0.4	-7	124	-29	0.7	1	-2	-15	-9	100
CCOC(=O)N1CCN(C(=O)/C(=C/c2ccccc2OC)NC(=O)c2ccccc2)CC1	0.0	0	99	10	-1.2	1.1	5	0	-2	94
CCOC(=O)C1CCCN(C(=O)Nc2ccccc2)C1 (configuration not stated)	-0.4	-2	94	10	1.0	1.2	0	3	-8	100
CC1CN=C(N(C(=O)Nc2ccccc2)c2ccc(F)cc2)S1 (configuration not stated)	-0.1	-4	101	3	-1.1	1.3	16	0	0	86
CCOc1ccccc1NC(=O)CSc1nc2cccnc2n1C	0.0	-6	97	12	2.3	0.84	-1	1	-120	101
COc1cc(OC)c(NS(=O)(=O)c2ccc(Cl)c(C(=O)OC(C)C(=O)N3CCCC3)c2)cc1Cl (configuration not stated)	-0.3	-1	78	28	-0.5	0.93	21	-2	-1	81
O=C(CSc1nnnn1-c1ccccc1)NC1CCCc2ccccc21 (configuration not stated)	-0.3	-6	98	-3	0.6	0.93	3	14	-8	98
COC(=O)c1cc(CC(=O)c2ccc(O)cc2O)c(C)o1	-0.3	-5	108	-6	-6.2	1	2	4	0	98
Cn1c(CNC(=O)c2ccccc2)nnc1SCC(=O)Nc1nccs1	-0.3	-6	98	13	-1.1	1.1	-11	16	-12	108
Cc1nnc(NC(=O)CSC2CCCCC2)s1	-0.1	2	100	-1	-0.1	1	-3	-2	-3	100
COc1ccc(C(=O)C[n+]2ccc3c(c2)nnn3-c2ccccc2)cc1	-0.4	2	97	10	-0.5	1.1	-9	-11	13	106
Cc1ccc(/C=N/NC(=O)CC(=O)NCc2cccnc2)cc1	-0.2	-1	102	-2	0.3	1.1	9	8	-5	92
O=[N+]([O-])c1cncc([N+](=O)[O-])c1Nc1ccccc1Cl	-0.2	-3	92	12	-2.9	1	8	-10	5	90
Cc1nc2c(-c3ccccc3)c(C)nn2c(C)c1CCC(=O)NCc1ccco1	0.1	-6	104	-6	0.1	1.1	-6	22	14	103
CCCc1nn(C)c(C(N)=O)c1[N+](=O)[O-]	0.2	4	133	-36	-0.2	1.3	-9	-23	-6	106
C=CCn1c(=O)[nH]c2cc(C(=O)N3CCN(c4ccc(C(C)=O)cc4)CC3)ccc2c1=O	-0.3	5	93	9	-0.1	1	-1	-15	-9	101
COc1ccc(-c2nnc(SCC(=O)N3CCCCC3)o2)c(OC)c1	-0.2	2	99	7	0.5	1.4	1	17	-7	98
CN1CCCC(CC2Oc3ccccc3Sc3ccccc32)C1 (configuration not stated)	-0.3	-7	87	16	-0.4	0.89	1	12	0	100
CC(=O)c1cccc(NC(=O)C(=O)Nc2cccc3ccccc23)c1	-0.2	9	101	1	-0.7	1.5	-42	70	1	137*
CN(C)S(=O)(=O)c1cccc(NC(=O)COC(=O)COc2ccccc2[N+](=O)[O-])c1	-0.3	-6	101	7	0.3	0.92	-5	21	3	104
SMILES	Hsp70 act	Efa HMGR inh	STAT3 act	STAT3 blocker	Redox H2O2 prof	NF-kB neuron act	STAT1 inh	APP 5'UTR act	TLR4-MyD88 BLA	STAT1 activator
O=C(NCc1ccc2c(c1)OCO2)c1ccc2c(c1)C(=O)N(Cc1cccnc1)C2=O	-0.2	-2	103	-2	0.9	0.97	-3	5	-6	105
C=CCc1cccc(/C=N/c2ncccc2O)c1O	0.2	3	99	5	0.7	1.1	-3	-2	-1	103
Clc1ccccc1CSC1=NCCN1	-0.3	1	110	-5	0.0	1.1	-12	-3	2	109
CCc1cccc(CC)c1NC(=O)c1cccc(N)c1	-0.7	0	100	1	0.3	0.92	-3	8	-1	104
Cc1ccc(OCC(=O)NC(C)c2ccccc2)c([N+](=O)[O-])n1 (configuration not stated)	-0.3	-4	106	-8	-2.8	1.1	-18	-18	-5	117
O=C(NCc1ccncc1)C(F)(F)C(F)(F)C(=O)NCc1ccncc1	-0.5	1	97	10	-0.2	1.1	7	11	-11	93
Cc1c(/C=C/C(=O)c2ccc(O)cc2)cnn1C	0.1	-2	111	-15	0.5	2.5	-9	79	-11	108
CC1CCCCC1NC(=O)CSc1nnc(CN2CCOCC2)n1C (configuration not stated)	-0.2	-2	104	-1	0.6	1.1	9	-12	0	92
CC(C)OP(=O)(OC(C)C)C(NC(=O)c1ccc(Br)cc1)c1ccccc1 (configuration not stated)	-0.3	0	102	0	-8.0	0.63	1	0	2	99
Cc1cccc2cc(CN(Cc3ccc(F)cc3)C(=O)N3CCOCC3)c(=O)[nH]c12	-0.3	-5	95	9	0.6	0.89	3	·	-2	94
O=C(c1ccc(Cl)c([N+](=O)[O-])c1)N1CCN(Cc2ccc3c(c2)OCO3)CC1	-0.1	0	103	3	-0.3	1.4	0	9	10	98
Cc1ccc2[nH]c3c(=O)n4c(nc3c2c1)SCC4	0.2	-2	82	24	-0.2	1.2	12	2	-4	88
N#CC1=C2N=C(N)c3c(sc4c3CCCCC4)N2C2=C(C(=O)CCC2)C1c1ccccc1 (configuration not stated)	0.2	4	89	17	-8.1	0.57	2	22	14	98
Cc1nn(C)c(Cl)c1S(=O)(=O)N[C@@H](c1ccccc1)[C@]1(C)C[C@H]1[C@@H](C)C(=O)Nc1ccc2ccccc2c1	-0.1	-2	102	-6	-0.2	0.86	3	-11	-10	97
O=C(O)CC(C(=O)OCC1CCCO1)N1CCOCC1 (configuration not stated)	-0.2	1	97	6	-0.2	1.2	1	12	3	99
CC(C)(C)NC(=O)CSc1nc(N)cc(=O)[nH]1	-0.4	4	95	8	-1.6	1.1	-1	25	-20	98
O=C1NCCCC1C(=O)N/N=C/c1cccc(O)c1 (configuration not stated)	-0.4	-3	92	11	0.1	1.3	-3	6	-6	103
COc1cc(C2c3c(oc4ccccc4c3=O)C(=O)N2Cc2cccnc2)cc(OC)c1OC (configuration not stated)	-0.3	1	103	1	2.1	1	-9	14	9	109
Cn1c(SCC(=O)NC2CCCC2)nc2cccnc21	-0.5	-5	91	19	2.7	1	6	0	-1	94
CC(C(=O)N1CCN(Cc2ccc3c(c2)OCO3)CC1)c1ccc([N+](=O)[O-])cc1 (configuration not stated)	0.1	-6	97	11	0.3	1.2	2	1	-9	97
COC(=O)c1ccc(Cn2c(CN3CCOCC3)nc3ccccc3c2=O)o1	-0.2	2	91	19	1.8	0.89	13	9	4	88
CS(=O)(=O)N1CC(C(=O)NN)Oc2ccc(Cl)cc21 (configuration not stated)	-0.5	-3	104	3	-3.4	1	-7	6	6	106
CC1CCN(S(=O)(=O)c2ccc3c(c2)CCN3C(=O)CCC(=O)O)CC1	-0.2	-5	100	3	-0.4	1	-2	-4	3	102
COCc1nnc(NC(=O)c2ccc(NC(C)=O)cc2)s1	0.2	1	97	7	-0.4	1.1	2	-12	-4	99
COc1ccc(C(=O)c2nc3c(n2O)CCCC3)cc1OC	-0.3	-4	97	10	0.3	0.91	-3	1	7	102

Of the compounds above, 2 have a COOH group.
SMILES	Hsp70 act	Efa HMGR inh	STAT3 act	STAT3 blocker	Redox H2O2 prof	NF-kB neuron act	STAT1 inh	APP 5'UTR act	TLR4-MyD88 BLA	STAT1 activator
O=C(O)CC(C(=O)OCC1CCCO1)N1CCOCC1 (configuration not stated)	-0.2	1	97	6	-0.2	1.2	1	12	3	99
CC1CCN(S(=O)(=O)c2ccc3c(c2)CCN3C(=O)CCC(=O)O)CC1	-0.2	-5	100	3	-0.4	1	-2	-4	3	102

Other results
SMILES	Hsp70 act	Efa HMGR inh	STAT3 act	STAT3 blocker	Redox H2O2 prof	NF-kB neuron act	STAT1 inh	APP 5'UTR act	TLR4-MyD88 BLA	STAT1 activator
CCn1c(COc2ccc(=O)n(-c3ccccc3)n2)n[nH]c1=S	-0.2	-5	101	2	-1.5	1.1	-2	-13	8	102
CCCc1c(O)nc(SCCN(CC)CC)[nH]c1=O	-0.4	0	98	3	0.1	1.1	5	9	11	91
Fc1ccccc1CSc1nc2ccccc2[nH]1	0.6	-1	92	10	0.1	10*	-39	198*	-6	136*
Cc1cc(S(=O)(=O)N2CCCC2)ccc1OCC(=O)N1CCC(C(N)=O)CC1	-0.3	0	97	9	-0.2	0.98	0	13	-1	100
CCOc1ccc(/C=N/NC(=S)Nc2c(C)cccc2C)cc1	0.1	-6	104	-3	0.1	0.82	-4	11	4	104
CCCCCn1c(CCNC(=O)CCC)nc2ccccc21	0.4	-3	90	17	-0.2	1.5	2	0	0	98
CCN(CC)S(=O)(=O)c1cc(NC(=O)C(=O)c2c(-c3ccccc3)cc3ccccn23)ccc1C	-0.1	-6	96	8	0.3	0.56	8	-93	5	93
Cc1ccc(C(=O)N2C3C=CC(C3)C2(C(F)(F)F)C(F)(F)F)cc1 (configuration not stated)	-0.3	0	99	5	1.8	1.1	-3	-3	-16	103
COc1ccccc1NNC(=O)C(O)(c1ccccc1OC)c1ccccc1OC	-0.3	1	109	-10	-0.3	0.86	5	-6	4	96
Cc1ccc(-n2c(=O)c3ccccc3n(CC(=O)NCc3ccco3)c2=O)cc1	-0.1	-7	101	0	-0.8	0.92	10	9	-6	90
Cc1cc(C)c(C)c(OCC(=O)NCC2CCCO2)c1 (configuration not stated)	-0.2	-5	102	2	2.4	1	3	10	5	97
COc1cc(Cl)c(C)cc1NC(=O)COC(=O)C(NS(=O)(=O)c1ccc(Cl)cc1)C(C)O (configuration not stated)	-0.2	-4	105	-4	-1.2	0.96	1	-3	-10	99
Cc1sc2ncnc(NCC3CCCO3)c2c1C (configuration not stated)	-0.2	4	81	26	2.3	0.74	19	7	-17	82
N#Cc1c(C(F)(F)F)cc(-c2ccc(Cl)cc2)nc1SCC(=O)O	-0.3	3	142*	-46	-0.4	1.2	5	14	-6	94
Cc1cccc(N2C(=O)CC(Sc3nc(-c4ccccc4)c4cc(Cl)ccc4n3)C2=O)c1 (configuration not stated)	0.0	-4	106	-6	0.2	0.91	2	-9	-12	98
CC(C)c1ccc(OCC(=O)NC2=NCCS2)cc1	0.1	-3	89	18	-1.1	1.5	-30	26	-6	126
Cc1cc2cc(CN(C(=O)C3CC3)C3CCCC3)c3nnnn3c2cc1C	0.1	1	97	10	-1.5	1	6	13	2	95
CCOC(=O)CN1C(=O)C(O)=C(C(C)=O)C1c1ccccc1 (configuration not stated)	-0.5	-1	118	-12	1.9	1.1	-3	-2	-16	103
O=C(COC(=O)CCc1nc2ccccc2n1-c1ccccc1)Nc1ccc(N2CCCCC2)cc1	-0.1	-3	105	-11	0.5	1.1	8	5	-6	92

Assay outcomes: PubChem, several laboratories
